High-throughput results from PubChem BioAssay.
F508del corr: CFTR F508del correction in bronchial cells. CFBE cells, YFP halide quenching; stimulated with forskolin plus potentiator P3; % fluorescence drop versus neutral controls. activity (quench increase), % at 7.58 µM. 0.36% of 350,000 active. AID 720511;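 active = mean added fluorescence quench of at least 8% versus neutral control, with both replicates also reaching 8%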;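 also: cells transiently co-express mutant CFTR-F508del with the halide-sensitive YFP; corrector assay measuring rescue of mutant channel to the surface after 24 h compound exposure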
Statin myotox sup: suppressors of simvastatin-induced myotoxicity in C2C12 myotubes | ATP luminescence, 48 h; scaled: DMSO 0, geranylgeraniol control 100 | rescue of ATP level, % at 7.49 µM | 0.78% of 330,000 active | AID 602340;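 active = mean ATP rescue above about 67%, or every replicate alone reaching that limit, limit read from the data, passing the limit was not always enough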;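 also: myotubes were challenged with 10 µM simvastatin during compound exposure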
PGC1a acetyl inh: modulators of PGC1a acetylation. U2OS PGC1a acetylation, AlphaScreen anti-acetyl-lysine; with virally co-expressed GCN5 acetyltransferase. inhibition, % at 15.6 µM. 0.17% of 350,000 active;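 active = every replicate shows inhibition of at least 40%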;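 also: 0% = neutral control wells and 100% = positive control wells; some results beyond the cut were filed as inactive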
PglD DTNB: inhibitors of Campylobacter jejuni PglD acetyltransferase; 0.098% of 360,000 active; purified PglD enzyme, DTNB colorimetric CoA detection; inhibition, % at 12.5 µM; AID 602405; in the data active = inhibition above about 16%, passing the limit was not always enough; also: strong numbers were not always called active
FN deposit inh: fibronectin deposition inhibition | AH1F fibroblasts, Alexa488-fibronectin deposition fluorescence, overnight | AID 743247 | inhibition, % at 12.6 µM | 0.086% of 350,000 active;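 active = mean inhibition across replicates of 30% or more, regardless of how many single replicates reach that level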;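 also: positive control wells lacked labelled fibronectin entirely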
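Material: AH1F fibroblasts assembling fluorescent fibronectin matrix; amount: 10000 AH1F cells/well; medium: DMEM, 2% serum; reagent: Alexa488-fibronectin, 24 nM final in well; dosing: single compound dose, delivered by pin transfer; incubation: 1 h adhesion, overnight exposure; detection: fluorescence after three HBSS washes, excitation 485 nm, emission 525 nm; measure: fibronectin deposition inhibition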
miR-122 sensor: inhibitors of miR-122 in Huh7 cells; Huh7 miR-122 Renilla luciferase sensor, 48 h; neutral wells = 0, positive control = 100; activation (reporter increase), % at 12.5 µM; 0.3% of 340,000 active;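 active = mean replicate activation score at least 90 and every replicate individually at or above 90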;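 also: higher luciferase means less miR-122 activity so hits act as miR-122 inhibitors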
INS-1E GSIS act: primary screen for activators of insulin secretion dependent on glucose, INS-1E cells, GLuc reporter luminescence | INS-1E GLuc reporter insulin secretion, 2-3 h | activation, % at 16.6 µM | 0.61% of 370,000 active;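 active = lowest replicate activation of at least 40%, so every replicate reaches that level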;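 also: 0% = median of neutral control wells and 100% = median of IBMX positive control wells; some compounds called inactive have numbers as strong as hits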
Cneo AK release: Cryptococcus neoformans lysis via adenylate kinase release | C. neoformans lysis, adenylate kinase release luminescence, 4 h; normalised: neutral wells 0, clomiphene wells 100 | lysis activity, % at 15 µM | 0.2% of 360,000 active | AID 651654;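 active = mean lysis activity across replicates of at least 80%, whatever share of replicates individually reach that level; inactive = mean lysis activity below 80%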
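Signal: Adenylate kinase release luminescence | Assay system: Log-phase Cryptococcus neoformans yeast cells | Input: Cells at 5 × 10^6 per mL | Buffer or medium: Fresh YPD growth medium | Compound: Single dose | Schedule: Static 4 h at 37 °C with compound, 1 h detection | Controls: Clomiphene | Read-out: Luminescence rise reflecting yeast cell lysis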
The depositor's hits bear a star; . = not tested or not shown; [ ] = another dose, or the depositor's remark.

SMILES | F508del corr | Statin myotox sup | PGC1a acetyl inh | PglD DTNB | FN deposit inh | miR-122 sensor | INS-1E GSIS act | Cneo AK release
COc1ccc(S(=O)(=O)Nc2ccc3c(c2)[C@H]2C[C@@H](CC(=O)O)O[C@@H](CO)[C@H]2O3)cc1 | -1.0 | . | 0 | . | -9 | . | 0 | .
CN(C)S(=O)(=O)N1CCN(c2ccc([N+](=O)[O-])c(N3CCOCC3)c2)CC1 | 0.1 | . | 8 | . | -33 | . | 4 | .
Cc1cc2ccccc2n1CCC(=O)O | 0.0 | 4 | -2 | 0 | -7 | 2 | -1 | 0
O=C(CN1C(=O)CSc2ccccc21)N/N=C/c1ccco1 | -0.6 | . | -6 | 0 | 0 | -6 | 16 | 6
C=CCC[C@@H](Cc1ccc(F)cc1)C(=O)OC[C@@H](C)NC(=O)[C@@H](CC=C)CC(=O)N[C@H](CO)Cc1ccccc1 | 0.8 | 15 | 2 | -3 | -3 | -7 | -34 | 0
CSc1ccccc1NC(=O)CN(C)C(=O)Cc1c[nH]c2ccccc12 | -4.4 | 1 | -12 | 4 | 5 | 9 | 1 | -1
Cn1cc(Br)c(C(=O)n2cc(Br)cn2)n1 | 2.4 | . | 0 | . | 8 | . | 1 | .
CCCc1cc(=O)oc2c3c(c4c(c12)OC(C)(C)C=C4)OC(C)C(C)C3O (stereo unspecified) | 1.8 | 5 | -10 | 5 | . | -22 | . | 2
COCCCNC(=O)CSc1nc2ccccc2c(=O)n1CCCC(=O)NCC1CCCO1 (stereo unspecified) | . | 2 | 4 | 7 | 11 | 2 | . | 6
CCSc1cc(N2CC(C)OC(C)C2)nc(-c2ccccc2Cl)n1 (stereo unspecified) | . | -14 | -8 | -1 | . | -3 | . | 0
CCOC(=O)c1cnc2c(OC)cccc2c1Oc1ccccc1 | -0.5 | 13 | 9 | -4 | -15 | -12 | 9 | 7
O=C(CN1CCN(Cc2ccccc2)CC1)Nc1ccc(F)c(F)c1 | -1.5 | 23 | 8 | -1 | -5 | 0 | -15 | 1
O=C(CSc1ncn[nH]1)Nc1ccnc2ccccc12 | -5.5 | 1 | 12 | -3 | 4 | -1 | 1 | 1
CN1CCN(CC(=O)Nc2ccc(S(=O)(=O)N(C)C)cc2)CC1 | . | -1 | -1 | 1 | -1 | 15 | 27 | 6
C[C@@H]1CN([C@@H](C)CO)C(=O)c2ccccc2-c2ccccc2CO[C@H]1CN(C)C(=O)Cc1ccccc1 | 0.9 | . | 3 | -5 | 7 | . | 13 | -5
CSc1cccc(NC(=O)Nc2ccccc2C(N)=O)c1 | 2.8 | 6 | 6 | -2 | -3 | 2 | 19 | 0
C[C@H](CO)N1C[C@H](C)[C@H](CN(C)Cc2ccc(C(=O)Nc3ccccc3N)cc2)Oc2ccc(NS(C)(=O)=O)cc2CC1=O | 1.1 | -52 | -8 | 3 | . | 88[16.7 µM] | -12 | -3
COc1ccc(CNC(=O)Nc2ccc(C)c(C)c2)cc1 | 1.0 | 1 | -14 | . | 8 | 2 | -2 | .
O=C(C[C@@H]1CC[C@H]2[C@@H](COC[C@@H](O)CN2C(=O)c2ccc(F)cc2)O1)NC1Cc2ccccc2C1 | -3.0 | 3 | 22 | 0 | -5 | 0[16.7 µM] | -1 | -3
CCCc1nc2ccc(NC(=O)c3ccco3)cc2c(=O)n1Cc1ccc(Cl)cc1 | . | -12 | -15 | 0 | . | 3 | . | 0
O=CNC(=O)c1ccccc1C(=O)O | . | -4 | -18 | 1 | . | -1 | . | 1
COc1ccc(S(=O)(=O)N2CCNCC2)cc1OC | 0.7 | . | -5 | . | 1 | . | -3 | .
C[C@H]1CN([C@@H](C)CO)C(=O)c2cccc(NC(=O)NC3CCCCC3)c2O[C@H]1CN(C)S(=O)(=O)c1ccccc1 | -1.6 | -42 | -2 | 3 | . | -15[16.7 µM] | -12 | -1
Cc1cc(C)cc(NS(=O)(=O)c2ccc3[nH]c(=O)ccc3c2)c1 | 0.2 | 2 | 6 | -4 | 3 | 32 | 3 | 0
Cc1ccc(Cl)cc1N1CCN(Cc2cc3c(cc2O)CCC3)CC1 | . | -5 | 6 | -4 | 1 | -7 | . | -1
(listing goes on)
SMILES | F508del corr | Statin myotox sup | PGC1a acetyl inh | PglD DTNB | FN deposit inh | miR-122 sensor | INS-1E GSIS act | Cneo AK release
Cc1occc1C(=O)Nc1cc(C(F)(F)F)ccc1Cl | . | -14 | -6 | -7 | 11 | 8 | . | -1
CN1/C(=C\C(=O)COC(=O)c2ccc(O)cc2)C(C)(C)c2ccccc21 | -3.3 | -1 | -3 | 0 | -8 | -12 | . | 1
COc1ccc(-c2nnc(SCC(=O)Nc3cccc(Cl)c3)o2)cc1 | . | -20 | . | 1 | -11 | -5 | . | -2
COc1ccc(CN(C)C[C@@H]2Oc3ccc(NC(=O)Cn4cnnn4)cc3CC(=O)N([C@@H](C)CO)C[C@@H]2C)cc1 | -3.3 | -2 | 0 | -2 | . | -2[16.7 µM] | 1 | -3
CC(C)C1Oc2ccccc2N(CC(=O)N(C)C2CCCCC2)C1=O (stereo unspecified) | -3.8 | -1 | -10 | -5 | 0 | 3 | 16 | 0
OCC[C@@H]1C[C@@H](O)[C@H](O)[C@@]2(CCCCO2)O1 | -1.1 | 6 | . | -3 | 8 | . | 5 | 0
COc1ccc(NC(=O)NNC(=O)c2cc3ccccc3cc2O)cc1 | 0.8 | 0 | . | 0 | -6 | . | 10 | 3
Cc1cc(C)c(NC(=O)Nc2ccccc2)c(C)n1 | 3.1 | 4 | 14 | . | 2 | . | 10 | .
COc1ccc(/C=C/C(=O)OCCNC(=O)c2ccncc2)cc1OC | -0.7 | . | -2 | . | -5 | . | 10 | .
C[C@@H]1CN([C@H](C)CO)C(=O)c2cccc(NC(=O)C3CCCCC3)c2O[C@@H]1CN(C)C(=O)Nc1cccc2ccccc12 | 0.2 | -30 | -3 | 2 | . | -4[16.7 µM] | -8 | 1
O=C(COC(=O)c1ccccc1SCC(=O)N1CCCC1)NC1CCS(=O)(=O)C1 (stereo unspecified) | 2.0 | -2 | . | -4 | 6 | 2 | 11 | 0
O=C(Nc1ccccc1N(C(=O)c1ccco1)S(=O)(=O)c1cccs1)c1ccco1 | . | -9 | -1 | 6 | . | -2 | . | -2
COc1ccc(NC(=O)N(C)C[C@H]2Oc3ccc(NC(=O)Cc4cn(C)c5ccccc45)cc3CC(=O)N([C@@H](C)CO)C[C@H]2C)cc1 | -0.8 | 7 | 11 | 0 | . | -2[16.7 µM] | -9 | 1
Cc1ccc2c(c1)-c1c(cnn1CC(=O)Nc1ccccc1N1CCN(C)CC1)CO2 | -3.2 | 1 | . | -1 | 10 | . | -4 | 15
CC(=O)NC[C@@H]1[C@H](c2ccc(-c3cccnc3)cc2)[C@H](CO)N1C(=O)C1CCC1 | 2.7 | -11 | 9 | 1 | 8 | -7[16.7 µM] | 8 | 0
C=CCSc1nc2sc(C)c(C)c2c(=O)n1CC=C | . | . | 10 | 2 | . | 2 | -4 | 6
C[C@@H]1CCCCO[C@H](CN(C)C(=O)Cc2ccccc2)[C@@H](C)CN([C@@H](C)CO)C(=O)c2cc(NC(=O)C3CCCCC3)ccc2O1 | 0.2 | . | -19 | 4 | . | 6[16.7 µM] | -20 | 3
CCOc1ccc(NC(=O)CCC(=O)O)cc1 | . | 0 | -8 | -1 | -7 | -3 | . | -3
CCn1c(=S)sc2c(=O)n(CC(=O)Nc3ccccc3)c(C)nc21 | 1.2 | -7 | 0 | -4 | 1 | -5 | -10 | 6
C[C@H]1CN([C@@H](C)CO)C(=O)c2cccc(NC(=O)C3CCCCC3)c2O[C@@H]1CN(C)CC1CC1 | 1.6 | -11 | -3 | -19 | . | 11[16.7 µM] | -3 | -1
COc1ccccc1N(CC(=O)NCC1CCCO1)C(=O)CNS(=O)(=O)c1ccc(Cl)cc1 (stereo unspecified) | -0.1 | . | -3 | -3 | -12 | . | 42* | 0
O=Cc1c(Sc2ccccn2)nc2ccccn2c1=O | . | -15 | -22 | . | . | -3 | . | 4
C[C@@H]1CN([C@@H](C)CO)S(=O)(=O)c2ccc(C#CC3(O)CCCC3)cc2O[C@@H]1CN(C)C | 0.2 | -1 | -4 | 3 | 0 | -5[16.7 µM] | 18 | 8
O=C(C[C@@H]1CC[C@@H]2[C@H](COC[C@@H](O)CN2C(=O)c2ccccc2F)O1)NCc1ccccc1 | 0.1 | -5 | 2 | 1 | -3 | 8[16.7 µM] | 3 | -3
CCCNC(=O)Nc1ccc2c(c1)OC[C@H](C)N(Cc1cncnc1)C[C@@H](C)[C@@H](OC)CN(C)C2=O | 1.7 | 2 | 0 | -1 | -12 | . | 1 | -1

Full records from above. Order of values: F508del corr	Statin myotox sup	PGC1a acetyl inh	PglD DTNB	FN deposit inh	miR-122 sensor	INS-1E GSIS act	Cneo AK release
O=Cc1c(Sc2ccccn2)nc2ccccn2c1=O is entered as .	-15	-22	.	.	-3	.	4
CCCNC(=O)Nc1ccc2c(c1)OC[C@H](C)N(Cc1cncnc1)C[C@@H](C)[C@@H](OC)CN(C)C2=O is entered as 1.7	2	0	-1	-12	.	1	-1

(listing goes on)
SMILES | F508del corr | Statin myotox sup | PGC1a acetyl inh | PglD DTNB | FN deposit inh | miR-122 sensor | INS-1E GSIS act | Cneo AK release
O=S(=O)(NCC1CCCO1)c1ccc(S(=O)(=O)N(Cc2ccc(F)cc2)Cc2ccco2)cc1 (stereo unspecified) | . | 0 | -27 | -8 | -13 | 10 | -33 | 2
CCOC(=O)c1c(-c2ccc(OC)cc2)csc1NC(=O)CSc1ccccc1 | . | -47 | -11 | -1 | 2 | 7 | . | 1
CCC(C)c1cc(S(=O)(=O)N2CCOCC2)ccc1OC (stereo unspecified) | . | 82* | -24 | 1 | . | -3 | 30 | 10
COC(=O)C(CCSC)NC(=O)c1cc2c(n(-c3ccccc3)c1=O)CC(C)(C)CC2=O (stereo unspecified) | . | . | -8 | 2 | -4 | 4 | -9 | -2
CCCc1nc2ccccc2c(C(=O)OCC(=O)Nc2cccc(S(=O)(=O)N3CCOCC3)c2)c1CC | . | -11 | -19 | 3 | -11 | 5 | . | 1
CCN(CC(=O)Nc1ccccc1OC)CC(=O)Nc1c(Cl)ccc(C)c1Cl | 0.9 | 8 | -1 | 3 | 10 | 2 | -6 | 0
COc1cc2ncnc(NCc3ccccc3)c2cc1OC | . | -22 | 22 | -2 | . | 0 | 6 | 1
CN1CCN(C(=O)C[C@@H]2CC[C@H]3[C@@H](COC[C@@H](O)CN3C(=O)Nc3ccc(F)cc3)O2)CC1 | -1.8 | -10 | 2 | 2 | -2 | -6[16.7 µM] | 1 | 2
CN1CCN(S(=O)(=O)c2ccc(NC(=O)c3ccc([N+](=O)[O-])cc3)cc2)CC1 | . | -11 | . | -1 | 0 | 6 | 6 | 0
COc1ccc(C(NC(=O)c2cccc(F)c2)c2ccccc2)cc1 (stereo unspecified) | . | . | 1 | -11 | 0 | -2 | -21 | -1
CCC(CC)COC(=O)C1=C(C)NC(=O)NC1c1ccc(OC)cc1 (stereo unspecified) | 0.5 | 31 | . | -1 | 5 | -1 | -14 | 1
CC(C)(C)C(=O)CSc1nc(N)cc(=O)[nH]1 | 0.0 | -3 | -1 | 0 | -2 | 1 | 15 | -1
CCOC(=O)c1ccc(NC2=CC(=O)CC(c3ccco3)C2)cc1 (stereo unspecified) | 0.5 | . | 7 | . | 7 | . | 10 | .

Marked active in INS-1E GSIS act, of those listed so far:
smiles	F508del corr	PGC1a acetyl inh	PglD DTNB	miR-122 sensor	INS-1E GSIS act
COc1ccccc1N(CC(=O)NCC1CCCO1)C(=O)CNS(=O)(=O)c1ccc(Cl)cc1 (stereo unspecified)	-0.1	-3	-3	.	42*
